PLCg1 inh – PLC-gamma1 (human) inhibition, primary screen. P19174. purified PLC-gamma1, fluorogenic substrate, fluorescence. hit rate 0.84% among 370,000. inhibition, % at 12.2 µM; in the data active = inhibition above about 9.5%
ASAP1 GAP inh – ASAP1 ArfGAP inhibition; ASAP1-stimulated ARF1 GTP hydrolysis, GDP FP detection; AID 624377; inhibition, % at 16.5 µM; hit rate 0.19% among 360,000; Q9ULH1; in the data active = inhibition above about 25%;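 also: 0% = vehicle with enzyme and substrate and 100% = no enzyme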
Target sequence (Q9ULH1 325-724 limits assumed): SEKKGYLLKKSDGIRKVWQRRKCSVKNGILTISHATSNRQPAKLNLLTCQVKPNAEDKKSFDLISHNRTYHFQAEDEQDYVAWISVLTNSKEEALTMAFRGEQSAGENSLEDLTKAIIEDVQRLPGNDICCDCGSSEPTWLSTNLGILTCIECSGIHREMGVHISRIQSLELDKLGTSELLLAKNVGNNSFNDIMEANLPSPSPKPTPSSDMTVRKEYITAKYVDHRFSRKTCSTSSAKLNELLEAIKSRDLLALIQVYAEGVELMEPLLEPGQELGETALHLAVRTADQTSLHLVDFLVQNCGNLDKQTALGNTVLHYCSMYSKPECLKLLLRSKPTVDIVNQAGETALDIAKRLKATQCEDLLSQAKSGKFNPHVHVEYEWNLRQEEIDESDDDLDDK
Tn7 DDE FP – DD(E)-Tn7 binding inhibition, primary FP screen | P02675 | FP displacement of FITC-Tn7 peptide from fibrin DD(E); 0% = median of compound wells per plate | inhibition, % at 8.3 µM | hit rate 0.13% among 370,000;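 active = inhibition above the mean of compounds falling within the control limits plus 3 SD of them, cut at about 14% in these data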;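 also: 0% = plate median of compound wells and 100% = 10 µM Aha-Tn7 peptide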
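Also added: labelled Tn7 tracer, 0.1 µM; Assay system: human fibrin DD(E) protein; Amount: 2 µM fibrin DD(E); Schedule: 10 min compound pre-incubation, 3 h probe incubation at room temperature; Repeats: one replicate per compound; Read-out basis: percent inhibition; Measured by: fluorescence polarization of the labelled Tn7 tracer.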
KLK7 zymogen act – activates the human kallikrein-7 zymogen | hit rate 0.9% among 370,000 | P49862 | activation, % at 7 µM | purified proKLK7, EDANS-DABCYL substrate fluorescence; 100% is mature enzyme control, 0% vehicle;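 active = activation above the mean of all tested compounds plus 3 SD, computed per campaign excluding outliers beyond control limits, cut at about 13% in these data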
Target sequence (P49862 whole entry, looked up): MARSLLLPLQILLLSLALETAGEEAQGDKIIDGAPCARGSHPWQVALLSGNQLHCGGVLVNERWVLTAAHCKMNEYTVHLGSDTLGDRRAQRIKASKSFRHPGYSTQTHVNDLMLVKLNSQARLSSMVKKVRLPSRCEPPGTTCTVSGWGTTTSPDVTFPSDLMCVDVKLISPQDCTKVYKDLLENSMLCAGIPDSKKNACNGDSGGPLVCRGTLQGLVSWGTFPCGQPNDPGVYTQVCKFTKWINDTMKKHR
HGIII-sPLA2 inh – Inhibits HGIII-sPLA2 liposome hydrolysis, primary screen; Q9NZ20; QFRET BODIPY PC-A2 liposome hydrolysis, fluorescence; inhibition, % at 12.2 µM; hit rate 0.56% among 370,000; AID 743126;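 active = inhibition above mean plus 3 SD of compounds lying within the high and low control bounds, cut at about 19% in these data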;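 also: 0% = median of test compound wells and 100% = no enzyme DMSO wells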
ARFGAP1 inhibitor – rat ARFGAP1 inhibition; Q62848; Arfgap1-stimulated ARF1 GTP hydrolysis, GDP FP detection; inhibition, % at 16.5 µM; hit rate 0.26% among 360,000;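 active = inhibition above a per-plate limit, mean inhibition of low control wells plus 3 SD, cut at about 25% in these data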;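 also: 0% = DMSO wells with enzyme and 100% = wells lacking Arfgap1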
Target sequence (Q62848 1-136 limits assumed): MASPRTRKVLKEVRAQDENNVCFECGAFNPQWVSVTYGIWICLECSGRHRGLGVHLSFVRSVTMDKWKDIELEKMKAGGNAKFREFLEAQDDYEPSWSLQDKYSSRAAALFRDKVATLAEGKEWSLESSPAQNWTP
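system = rat Arfgap1 catalytic domain, aa 1-136 | technique = FP, GDP Alexa 633 tracer displaced from anti-GDP antibody, 620/688 nm | compound = one concentration, 16.5 µM, DMSO 1.26% | medium = HEPES-based buffer, pH 7.5 | timing = compound-enzyme preincubation 20 min, reaction 120 min, detection 60 min, 25 °C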
PLCb3 inh – blocks human PLC-beta3 enzyme activity; hit rate 0.18% among 370,000; Q01970; AID 720704; inhibition, % at 12.2 µM; Purified PLC-beta3, fluorogenic substrate, fluorescence; in the data active = inhibition above about 11%;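 also: 0% = median of compound wells on plate and 100% = full blocker control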
Rev-erbA mod – Rev-erb alpha (human) modulation; Rev-erbα–FITC-DNA binding, fluorescence polarization, 90 min; P20393; activity, % at 10 µM; hit rate 0.79% among 370,000;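 active = activity above about 14%, limit read from the data; passing the limit was not always enough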;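 also: 0% = DMSO wells with 35 nM protein and 100% = DMSO wells with 750 nM protein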
UHRF1 binding – blocks human UHRF1 binding to methylated DNA. Q96T88. UHRF1 binding to methylated oligo, TR-FRET. inhibition, % at 4.4 µM. hit rate 0.75% among 370,000. AID 687016; in the data active = inhibition above about 21%;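 also: UHRF1 SRA domain binding a hemimethylated CpG hairpin DNA probe; 0% = median of test compound wells and 100% = reference inhibitor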
Tn6 DDE FP – inhibitors of Tn6 peptide binding to human fibrin DD(E) | AID 720509 | P02675 | hit rate 0.21% among 370,000 | Fibrin DD(E) TRITC-Tn6 fluorescence polarization displacement | inhibition, % at 8.3 µM;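 active = inhibition above a per-campaign cutoff: mean of compounds within control limits plus 3 SD, cut at about 15% in these data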;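 also: 0% = median of all compound wells on the plate and 100% = blocking peptide control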
Starred values were filed as active, the others as inactive; i = inactive.

Value order – HGIII-sPLA2 inh	PLCb3 inh	ASAP1 GAP inh	Rev-erbA mod	Tn6 DDE FP	Tn7 DDE FP	UHRF1 binding	PLCg1 inh	ARFGAP1 inhibitor	KLK7 zymogen act
1. Cc1cc(Cl)ccc1NC(=O)CCCN1C(=O)CCC1=O
  2	2	-11	-1	-6	5	-2	1	-7	0.3
2. CN(Cc1c(C(=O)N/N=C/c2cccs2)nnn1-c1nonc1N)c1ccccc1
  1	-12	1	2	-10	-1	-1	3	-3	0.3
3. Cc1ccccc1/C=N/NC(=O)CSc1nc2ccccc2o1
  -2	3	2	2	-3	-12	2	0	9	-0.3
4. COc1cccc(-c2cc3nc(-c4ccccc4)cc(N4CCCC(O)C4)n3n2)c1 (stereo not drawn)
  -16	i	6	3	-11	-5	-2	i	7	-48
5. Cc1ccc(-c2[nH]ncc2/C=N/n2c(COc3ccccc3C)nc3ccccc3c2=O)cc1
  -2	1	9	-1	-7	-3	0	1	2	-0.3
6. COc1cc(C(=O)OCC(C)=O)ccc1OCc1c(C)noc1C
  0	-7	1	-5	5	-6	0	2	1	0.0
7. O=C(C1CC1)N1CCc2cc(Br)cc(S(=O)(=O)NCc3ccccn3)c21
  3	9	-9	-3	0	1	0	3	-2	0.2
8. O=C(CC(CC(=O)c1ccccc1)c1ccncc1)c1ccccc1
  0	-1	6	6	-7	7	4	2	0	-0.3
9. O=C(NCC(c1cccs1)N1CCOCC1)c1ccc(Br)o1 (stereo not drawn)
  -1	-2	-6	3	-3	4	4	-2	4	-0.4
10. Cc1ccc(NC(=O)CSCc2cc(=O)n3ccsc3n2)c(C)c1
  0	-2	-3	-3	8	-1	-2	-3	1	0.5
11. CS(=O)(=O)NNC(=O)c1sccc1OCc1ncc(C(F)(F)F)cc1Cl
  -10	-7	-2	-3	3	2	-2	0	8	0.2
12. CC1CCN(C(=O)CNC(=O)c2ccc(Br)o2)CC1
  2	-2	2	7	0	10	4	-3	-7	-0.1
13. COc1ccc(NC(=O)C2CC(=O)OC2c2ccccc2)cc1 (stereo not drawn)
  -4	6	-7	0	-2	-4	2	10*	9	0.3
14. CC(C)c1ccc(-n2ccnc2SCC(=O)O)cc1
  7	-6	0	0	1	2	0	-1	-14	-0.8
15. COc1ccc(Cl)cc1NC(=S)NC(=O)c1ccco1
  13	-4	-3	-3	-2	-4	1	-1	-10	0.0
16. COc1cc2[nH]c(C(=O)N3CCN(c4ccc(F)cc4)CC3)cc2c(OC)c1OC
  15	-22	4	13	-11	4	6	-5	8	0.4
17. CCCc1nc2ccc(NC(C)=O)cc2c(=O)n1Cc1ccccc1Cl
  2	-4	6	1	0	0	0	-4	2	0.4
18. O=C(O)c1ccccc1N=Nc1ccc(O)cc1
  3	9	0	-2	-6	-7	-2	6	-6	0.3
19. Cc1c(C)c2c(C)[nH]nc2oc1=O
  5	-1	-9	11	-5	0	2	-2	-9	-0.6
20. Cc1ccc(NS(=O)(=O)c2ccc(CCC(=O)O)cc2)cc1
  0	4	0	-8	2	0	0	1	7	0.2
21. Cn1cccc1C(C(=O)NC1CCCCC1)N(C(=O)Cc1cccs1)C1CC1 (stereo not drawn)
  -14	-3	1	-1	2	0	37*	0	0	0.0
22. C/C(=N/NC(=O)c1cccs1)c1ccc(NC(=O)COc2ccc(Cl)cc2)cc1
  3	5	7	-4	5	8	2	-6	0	-0.2
23. CCCCc1ccc(NC(=O)CN2C(=O)NC(Cc3ccccc3)C2=O)cc1 (stereo not drawn)
  -26	-8	5	-4	-2	3	2	0	18	0.6
24. CN1CCN(/N=C2/C(=O)Nc3ccc([N+](=O)[O-])cc32)CC1
  10	-2	-6	2	-8	-3	-12	4	10	-0.8
25. c1ccc(COc2ccccc2CNCc2cccnc2)cc1
  1	0	6	5	4	9	0	-1	-5	-0.1
26. Cc1nnc(N2C(=O)C(O)=C(C(=O)c3ccco3)C2c2ccc(C(C)(C)C)cc2)s1 (stereo not drawn)
  -21	-84	-8	3	2	1	-1	-69	1	1.8
27. C=CCN1C(=O)C2(C(C#N)=C(N)Oc3n[nH]c(CCC)c32)c2ccccc21 (stereo not drawn)
  -11	0	-3	-3	-7	4	0	2	1	0.3
28. COc1ccc(C=O)cc1COc1ccccc1F
  -6	1	6	-3	6	-1	8	-1	-2	0.4
29. CCN(CC)S(=O)(=O)c1ccc(C(=O)NCc2ccc3c(c2)cc(C)n3C)cc1
  10	-40	13	6	80*	4	0	-35	9	-1.2
30. COC(=O)CSc1[nH]c2ccc(F)cc2c1[N+](=O)[O-]
  2	-46	5	4	2	7	2	-28	1	-3.0
31. CCN(CC(=O)Nc1cccc(C(C)=O)c1)S(=O)(=O)c1ccc(C)cc1
  -2	2	17	2	2	-4	-1	0	2	0.5
32. COc1ccc2cc(C#N)c(SCC(=O)N3CCCC3)nc2c1
  7	-18	-9	-2	-3	-4	-6	-14	3	1.4
33. CC1CCN(C(=O)c2[nH]cnc2C(=O)N2CCN(c3ccccc3)CC2)CC1
  1	0	7	-6	-1	2	2	-1	5	0.2
34. COCCNC(=O)/C(C#N)=C/c1cccs1
  -3	-1	2	-3	-1	-2	0	3	5	-0.1
35. O=C1CCn2nc(-c3ccc(Cl)cc3)cc2N1
  -2	1	-2	3	5	-2	0	2	3	-0.5
36. Cc1cc(C(=O)Nc2ccc(S(=O)(=O)N3CCOCC3)cc2)ccc1[N+](=O)[O-]
  -6	-3	-15	5	9	-4	-3	1	-8	0.1
37. O=C(O)C1CCC(=O)N1C1c2ccccc2Oc2ccccc21 (stereo not drawn)
  -2	3	-11	-3	0	-5	-1	-19	3	-0.6
38. CC1CCCC(C)N1C(=O)CSc1nnc(C2CCCCC2)o1 (stereo not drawn)
  2	0	2	-5	-8	1	-4	-2	-3	-0.7
39. COc1ccc(F)cc1C(=O)C1CCCN(C(=O)c2ocnc2C)C1 (stereo not drawn)
  0	-8	-16	-1	0	-5	-3	-2	-15	1.2
40. O=C(Nc1ccc(Cl)cc1)c1nc[nH]c1C(=O)N1CCc2ccccc2C1
  0	2	-7	-3	6	2	-2	-1	4	0.1

Single records, as listed above. Values in the order: HGIII-sPLA2 inh	PLCb3 inh	ASAP1 GAP inh	Rev-erbA mod	Tn6 DDE FP	Tn7 DDE FP	UHRF1 binding	PLCg1 inh	ARFGAP1 inhibitor	KLK7 zymogen act
Results for COCCNC(=O)/C(C#N)=C/c1cccs1 → -3	-1	2	-3	-1	-2	0	3	5	-0.1
Results for COc1ccc2cc(C#N)c(SCC(=O)N3CCCC3)nc2c1 → 7	-18	-9	-2	-3	-4	-6	-14	3	1.4

Further results.
Value order – HGIII-sPLA2 inh	PLCb3 inh	ASAP1 GAP inh	Rev-erbA mod	Tn6 DDE FP	Tn7 DDE FP	UHRF1 binding	PLCg1 inh	ARFGAP1 inhibitor	KLK7 zymogen act
41. COc1ccc(NC(=O)CSc2nnc(CNC(=O)COc3ccc(Cl)cc3)o2)c(OC)c1
  -6	1	-10	-2	-3	6	0	-1	13	0.3
42. Cc1ccc(S(=O)(=O)N2CCC(C(=O)OCC(=O)N3CC(C)CC(C)C3)CC2)cc1C (stereo not drawn)
  8	-7	7	6	-3	6	3	-3	8	0.3
43. CN1/C(=C\C(=O)c2ccco2)C(C)(C)c2ccccc21
  6	-151	18	0	-1	10	-4	-151	23	0.5
44. CCc1nc(CN2CCN(c3ccc(C(F)(F)F)cn3)CC2)c(C)[nH]1
  2	-10	5	2	2	5	3	1	22	0.8
45. O=C(CCc1ccccc1)N1CCCN(C(=O)CCc2ccccc2)CC1
  -1	-1	1	0	-4	7	-5	1	2	-0.1
46. CC1(C(=O)N(Cc2ccccc2)Cc2ccccc2)CC1(Br)Br (stereo not drawn)
  1	0	-3	8	2	2	-2	4	-11	-0.1
47. CN1CCN(C(=O)/C=C/c2ccc([N+](=O)[O-])cc2)CC1
  2	3	-3	-8	1	-1	-2	2	2	0.2
48. CC(C)Cn1c(N)c(C(=O)COC(=O)c2ccccc2F)c(=O)n(C)c1=O
  -10	2	-5	11	10	-2	-1	1	15	-0.1
49. COc1ccccc1COc1ccc2c(C)c(CCC(=O)O)c(=O)oc2c1C
  0	-7	4	-3	-2	0	-1	-3	19	-0.6
50. Brc1ccc2nc(-c3ccncc3)c(NC3CCCC3)n2c1
  7	-23	8	-1	-4	-1	2	-15	10	1.1
51. Cc1ccc([C@@H]2CC=C(C(=O)O)[C@H](c3ccc(C(C)(C)C)cc3)N2S(=O)(=O)c2ccc(C)cc2)cc1
  -36	-1	0	-8	-4	5	-3	-1	-12	0.2
52. Cc1ccc(-c2nnn(CC(=O)N(CCN3CCOCC3)C(C(=O)NC(C)(C)C)c3ccc(C)o3)n2)cc1 (stereo not drawn)
  -8	-5	-12	-5	0	0	-2	4	4	0.6
53. Cc1ccccc1OCC(O)Cn1c(NCCN(C)C)nc2c1c(=O)n(C)c(=O)n2C (stereo not drawn)
  7	-2	-8	0	-6	5	2	1	-6	0.6
54. CN(C)c1cccc(C(=O)N2CCCC(CCC(=O)N3CCN(c4ccccn4)CC3)C2)c1 (stereo not drawn)
  4	-45	-4	-4	0	13	-3	-25	-11	0.1
55. CCC1=C(Nc2ccccc2)COC1=O
  7	-11	-10	-1	5	-4	2	0	-7	-0.5
56. CCC[C@H]1CN(Cc2ccccc2)C(=O)[C@@H]1CC(=O)NC
  4	1	7	-15	10	-4	-1	1	-11	-0.8

Screening data from PubChem BioAssay.
